# PI5P4K alpha inh: blocks human PI5P4K alpha kinase activity. P48426. PI5P4Kalpha enzyme, ADP-Glo luminescence, 60 min; hits give low values. max response, %. hit rate 1.2% among 330,000. AID 652105; active = max response of -50% or lower; inconclusive = between -30% and -50%; inactive = -30% or higher; also: value at the top dose of about 77 µM; % is scaled to controls: 0 for no effect and ±100 for the full control effect
#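 Human PI5P4Kalpha with substrate in 0.038 M HEPES pH 7.4, 0.28 mM EGTA, 0.1% CHAPS, 5% DMSO; reaction started with 5 microM ATP (final), 60 min at room temperature. ADP formed read by ADP-Glo luminescence.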
# IL2 activator: activators of IL-2 | activation, % (series mostly up to about 46 µM) | IL-2 activation reporter assay, cell-based qHTS; stimulated with anti-CD3/CD4/CD28 beads; in transgenic mouse T cells | hit rate 0.065% among 360,000; in the data active = activation above about 50%; inconclusive = mostly about 30% to 49%; also: 0% is about no effect
#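 Using fluorescent plate cytometry, EGFP and DsRed are detected in transgenic mouse T cells stimulated 18 h at 37 degrees C with antibody-coated beads after 60 min compound pretreatment.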
# EPAC2 ag: agonists of human EPAC2 (RAPGEF4). Q8WZA2. EPAC2 activation, biochemical qHTS; response scale: 100% = 6.5 mM cAMP response. Potency, µM (titrated, usually from 154 µM), for the others: at the top dose activation, most hits filed as activators. hit rate 0.079% among 360,000; also: potency is read from the fitted curve at half-maximal effect; nearly all actives have a fitted effect of over 50% in size
#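 EPAC2 (100 nM) mixed with Rap1B loaded with BODIPY-GDP (250 nM) plus 50 uM unlabeled GDP; compounds pinned in, 5 min RT, then read every 5 min for 30 min (ex 480, em 540 nm). Normalized to cAMP control.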
# CCT chaperon mod: modulators of cytosolic chaperonin (CCT/TRiC) activity. purified chaperonin ATPase assay, HTRF ADP detection, 30 min. hit rate 0.3% among 360,000. activity change, % (test concentration not listed), hits read low; in the data active = activity change below about -30%; also: % is scaled to controls: 0 for no effect and ±100 for the full control effect
#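 First, chaperonin was dispensed at 40 nM or 20 nM final depending on batch activity. Next, compounds were pinned at 76 uM and ATP added at 10 uM. After 30 min at 37 °C, ADP detection reagents ran 30 min at ambient temperature.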
# EPAC1 antagonist: antagonists of human EPAC1; EPAC1 GEF assay, Rap1b-BODIPY-GDP exchange fluorescence; Potency, µM (top dose mostly 115 µM), without a hit: at the top dose activity change, negative = inhibition, most hits filed as inhibitors; hit rate 0.14% among 360,000; AID 720709;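 also: potency is read from the fitted curve at half-maximal effect; plate controls were vehicle for no effect and positive control for full effect; nearly all actives have a fitted effect of over 50% in size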
# EPAC1 ag: activates human EPAC1 exchange factor. O95398. EPAC1 agonist qHTS, biochemical assay; response scale: 100% = response to 6.5 mM cAMP. Potency, µM (highest dose often 154 µM), for inactives: top-dose activation, hits mostly activators. hit rate 0.073% among 360,000. AID 720707; also: potency is read from the fitted curve at half-maximal effect; nearly all actives have a fitted effect of over 60% in size
#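 Nucleotide exchange assay: 100 nM EPAC1 with 250 nM Rap1B loaded with BODIPY-GDP and 50 uM GDP, room temperature. Fluorescence (480/540 nm) read every 5 min for 30 min; signal change normalized to 6.5 mM cAMP as full agonist.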
# PLK1 PBD inh: PLK1 (human) polo-box domain binding inhibition | P53350 | Plk1 PBD binding of FITC phosphopeptide, fluorescence polarization | Potency, µM, for the others: max response, negative = inhibition, hits mostly inhibitors | hit rate 2.8% among 360,000 | AID 720504; also: potency is read from the fitted curve at half-maximal effect; series mostly up to about 57 µM; % is scaled to controls: 0 for no effect and ±100 for the full control effect; nearly all actives have a fitted effect of over 65% in size
# WRN helicase inh: inhibitors of human WRN helicase; WRN helicase unwinding, fluorescent forked duplex, kinetic; hit rate 0.46% among 360,000; Potency, µM (top dose mostly 114 µM), for the others: at the highest dose activity change, negative = inhibition, usual class: inhibitors; also: potency is read from the fitted curve at half-maximal effect; % is scaled to controls: 0 for no effect and ±100 for the full control effect; nearly all actives have a fitted effect of over 55% in size
# Target sequence (Q14191 whole entry, looked up): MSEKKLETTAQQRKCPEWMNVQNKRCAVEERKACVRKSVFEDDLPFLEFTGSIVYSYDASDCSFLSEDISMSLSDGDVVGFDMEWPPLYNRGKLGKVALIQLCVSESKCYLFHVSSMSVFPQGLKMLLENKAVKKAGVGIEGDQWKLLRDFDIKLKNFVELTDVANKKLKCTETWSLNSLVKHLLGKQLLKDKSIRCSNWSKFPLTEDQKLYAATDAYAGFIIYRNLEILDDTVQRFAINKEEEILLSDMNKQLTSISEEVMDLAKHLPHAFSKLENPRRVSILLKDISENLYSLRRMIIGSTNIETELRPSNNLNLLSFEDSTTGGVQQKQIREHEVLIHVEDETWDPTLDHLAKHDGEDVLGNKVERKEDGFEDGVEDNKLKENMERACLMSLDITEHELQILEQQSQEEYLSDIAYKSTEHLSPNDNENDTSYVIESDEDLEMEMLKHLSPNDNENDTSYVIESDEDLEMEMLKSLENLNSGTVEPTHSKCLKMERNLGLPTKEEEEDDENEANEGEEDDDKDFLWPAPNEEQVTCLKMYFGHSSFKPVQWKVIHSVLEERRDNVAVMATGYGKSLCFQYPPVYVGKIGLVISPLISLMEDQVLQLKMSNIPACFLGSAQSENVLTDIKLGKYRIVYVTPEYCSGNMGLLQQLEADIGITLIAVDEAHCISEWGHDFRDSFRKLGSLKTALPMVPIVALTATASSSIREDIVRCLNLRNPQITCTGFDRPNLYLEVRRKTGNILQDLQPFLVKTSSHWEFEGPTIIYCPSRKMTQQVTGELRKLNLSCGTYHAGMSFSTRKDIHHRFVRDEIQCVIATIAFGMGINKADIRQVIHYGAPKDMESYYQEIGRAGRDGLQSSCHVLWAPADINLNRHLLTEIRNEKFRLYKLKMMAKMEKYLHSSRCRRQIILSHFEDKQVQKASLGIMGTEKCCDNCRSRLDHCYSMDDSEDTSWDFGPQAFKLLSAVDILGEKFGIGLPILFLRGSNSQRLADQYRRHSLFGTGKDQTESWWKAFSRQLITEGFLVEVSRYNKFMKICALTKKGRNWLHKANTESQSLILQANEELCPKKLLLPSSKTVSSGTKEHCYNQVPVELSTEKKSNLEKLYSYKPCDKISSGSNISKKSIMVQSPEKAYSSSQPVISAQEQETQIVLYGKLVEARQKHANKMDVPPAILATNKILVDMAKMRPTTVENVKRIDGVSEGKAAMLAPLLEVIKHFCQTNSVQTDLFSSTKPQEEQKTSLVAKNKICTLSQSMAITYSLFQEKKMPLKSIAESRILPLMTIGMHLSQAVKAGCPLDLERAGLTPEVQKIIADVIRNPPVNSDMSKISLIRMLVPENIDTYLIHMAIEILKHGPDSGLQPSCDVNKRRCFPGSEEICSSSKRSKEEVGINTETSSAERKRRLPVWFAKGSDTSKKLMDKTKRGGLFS
#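 Kinetic red-fluorescence monitoring (525/598 nm) tracks WRN helicase activity after 100 nM fluorophore-quencher forked duplex and 2 mM ATP are added to 20 nM enzyme pretreated 15 min at room temperature with compound.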
# * = called active by the depositor; u = inconclusive; x = no result given; [ ] = another dose, or the depositor's remark. Unless noted, calls follow the shape of the dose curve; as a rule, active = well fitted curve in the direction sought with a large enough effect; inconclusive = small, poorly fitted or top-dose-only effect, or another doubt; inactive = no such curve, though single readings can be large; an effect the other way counts as inactive or inconclusive.
SMILES,PI5P4K alpha inh,IL2 activator,EPAC2 ag,CCT chaperon mod,EPAC1 antagonist,EPAC1 ag,PLK1 PBD inh,WRN helicase inh
Cc1ccc(C(=O)NCCc2ccncc2)cc1,x,-2.2,-1.7%,-3.9,9.8%,-0.3%,-0.1%,3.5%
CC(=O)N1CCN(S(=O)(=O)c2cccc(C(=O)OCC(=O)N(Cc3ccccc3)C(C)(C)C)c2)CC1,8.0,-0.1,-7.6%,2.4,-4.1%,-0.8%,7.1%,-6.8%
CCN(CCCNC(=O)C1c2ccccc2C(=O)N(CCOC)C1c1ccc(F)cc1)Cc1ccccc1 (stereo unspecified),-6.4,-2.4,0.2%,-0.3,-24.7%,2.4%,-9.5%,8.0%
CC(C)N(Cc1nccn1C)C(=O)CCc1nnc(CCCc2ccccc2)o1,6.6,0.4,8.6%,0.3,-21.4%,13.1%,-9.7%,2.0%
CCN(CC)S(=O)(=O)c1ccc2c(c1)c(=O)c(C(=O)NCCN(C)CCc1ccccc1)cn2C,x,0.1,-0.3%,0.6,10.9%,2.7%,-8.1%,11.5%
Cc1ccc(S(=O)(=O)N2CCN=C2SCc2ccccc2)cc1,0.9,3.5,11.6%,-0.7,1.6%,10.1%,29.9µM*,-2.7%
COc1ccc(CN(Cc2ccccn2)S(=O)(=O)c2ccc(-n3cnnn3)cc2)cc1,0.7,-0.8,5.6%,2.7,-12.6%,0.3%,-0.8%,-11.9%
C=CCn1c(SCC(=O)NC2(C)CCS(=O)(=O)C2)nc2ccccc21 (stereo unspecified),-5.0,0.6,-7.5%,1.9,2.6%,6.6%,5.4%,9.1%
O=C(COc1ccc(Br)cc1CNCCc1ccccc1)NCc1ccccc1,-5.2,-4.0,2.8%,-0.8,-2.5%,-0.5%,u,-3.9%
CCCNC(=S)N1CCN(c2nc(C)nc3sc4c(c23)CCCC4)CC1,-1.1,-0.1,19.1%,-0.7,-14.8%,9.4%,-19.9%,-2.5%
CC(C(=O)Nc1ncccn1)(c1ccccc1)c1ccccc1,-1.8,0.4,14.9%,0.7,-24.8%,8.6%,-5.5%,7.1%
CC1=NOC2(C1)/C(=N/O)CCC/C2=N\O (stereo unspecified),x,-0.8,1.9%,-0.7,19.0%,-7.1%,1.6%,-7.5%
O=C(Nc1cccnc1)c1cc2cc(Br)ccc2oc1=O,-5.7,-0.4,22.8%,1.1,-10.5%,2.4%,-12.0%,-18.0%
COc1ccc(OC)c(C(=O)NC2CC(C)(C)Cc3c2cnn3-c2ccccc2)c1 (stereo unspecified),8.0,-3.8,19.1%,-3.4,-2.6%,7.9%,-15.9%,-10.3%
O=C(O)CCCC(=O)N1CCN(c2ncccn2)CC1,-5.8,-3.1,8.4%,1.4,-5.5%,6.1%,6.7%,-1.7%
O=C(COc1ccccc1)NNc1c2ccccc2nc2ccccc12,-6.6,1.2,12.8%,-0.1,-14.5%,12.1%,-8.0%,-31.5%
CCn1c2ccccc2c2cc(NC(=O)C(C)Oc3ccccc3)ccc21 (stereo unspecified),x,-2.9,-0.4%,-2.4,-0.9%,13.9%,-5.4%,-14.7%
COc1ccc(CN2CCCC(C(=O)N3CCCCC3)C2)c(OC)c1 (stereo unspecified),-8.9,0.3,10.1%,-0.5,8.7%,-1.0%,29.9µM*,-3.7%
CS(=O)(=O)N1CCN(c2ccccc2NC(=O)c2ccc(-c3ccc(Br)cc3)o2)CC1,x,1.2,5.1%,-0.8,6.4%,14.2%,-6.3%,-6.4%
COc1cc(-c2noc(C)c2-c2ccc3[nH]ccc3c2)cc(OC)c1OC,-6.6,-0.9,16.2%,-1.1,-9.9%,13.0%,-9.4%,-3.9%
N=C(N)SCc1cn2ccccc2n1,6.8,-0.5,-1.6%,-0.2,-2.8%,-0.3%,4.9%,-9.3%
Fc1ccc2nc(Nc3nc4cc5c(cc4s3)OCO5)sc2c1,-25.0,-1.4,-4.2%,-1.0,-11.9%,-18.9%,1.1%,-21.7%[57.1 µM]
O=C(COc1ccc(Cl)cc1[N+](=O)[O-])N1CCCCCC1,1.0,-0.9,2.2%,1.9,9.9%,0.2%,1.0%,2.6%
Oc1csc(Cc2nc(-c3ccc(Br)cc3)cs2)n1,-14.1,0.1,4.7%,-2.1,12.4%,-3.5%,6.0%,0.3%
COc1ccc(OC)c(C(=O)c2coc3ccc(OCC(=O)O)cc23)c1,-19.7,-2.7,-4.4%,0.5,-1.3%,-7.3%,-2.5%,2.7%

# PLK1 PBD inh, what is marked active above.
SMILES	PI5P4K alpha inh	IL2 activator	CCT chaperon mod	EPAC1 antagonist	PLK1 PBD inh	WRN helicase inh
Cc1ccc(S(=O)(=O)N2CCN=C2SCc2ccccc2)cc1	0.9	3.5	-0.7	1.6%	29.9µM*	-2.7%
COc1ccc(CN2CCCC(C(=O)N3CCCCC3)C2)c(OC)c1 (stereo unspecified)	-8.9	0.3	-0.5	8.7%	29.9µM*	-3.7%

# Grouped by structure, those above containing fluorine
SMILES,PI5P4K alpha inh,IL2 activator,EPAC2 ag,CCT chaperon mod,EPAC1 antagonist,EPAC1 ag,PLK1 PBD inh,WRN helicase inh
CCN(CCCNC(=O)C1c2ccccc2C(=O)N(CCOC)C1c1ccc(F)cc1)Cc1ccccc1 (stereo unspecified),-6.4,-2.4,0.2%,-0.3,-24.7%,2.4%,-9.5%,8.0%
Fc1ccc2nc(Nc3nc4cc5c(cc4s3)OCO5)sc2c1,-25.0,-1.4,-4.2%,-1.0,-11.9%,-18.9%,1.1%,-21.7%[57.1 µM]

# (cont.)
SMILES,PI5P4K alpha inh,IL2 activator,EPAC2 ag,CCT chaperon mod,EPAC1 antagonist,EPAC1 ag,PLK1 PBD inh,WRN helicase inh
Clc1ccc(Cn2ncc3c(N4CCCCC4)ncnc32)cc1,1.6,-0.5,18.7%,1.1,2.8%,19.2%,-2.4%,-5.2%
COC(=O)c1ccc(NC(=S)NN2CCOCC2)cc1,0.9,2.9,5.6%,-2.2,-17.2%,9.9%,-1.7%,-4.1%
CC1(c2ccc3ccccc3c2)CCC(=O)O1 (stereo unspecified),-1.0,-0.5,-1.0%,-2.2,-9.7%,1.9%,-1.6%,6.0%
O=C(Cc1ccc(Cl)cc1)NC(=S)Nc1ccccc1O,2.5,2.0,-2.8%,-3.1,-18.0%,5.8%,-3.1%,2.3%
COc1ccc(CCNC(=O)Cn2nnc(-c3cccc(OC)c3OC)n2)cc1OC,x,0.9,0.3%,-0.7,9.6%,4.5%,1.8%,-5.5%
NC(=O)c1cccc([N+](=O)[O-])c1,5.6,-0.3,4.1%,-3.0,-24.5%,6.8%,1.0%,-1.8%
O=S(=O)(NCc1cc(-c2ccccc2)no1)c1ccccc1,1.7,-0.5,12.7%,-0.9,14.0%,2.3%,-11.2%,4.9%
COC(=O)C1=C(C)NC2=C(C(=O)CCC2)C1c1cn(Cc2ccc(Cl)cc2Cl)nc1-c1ccccc1 (stereo unspecified),-5.7,-2.4,-1.2%,0.5,-8.3%,10.7%,-2.3%,-4.4%
CCC(=O)N(Cc1ccc(S(N)(=O)=O)cc1)C1CC(=O)N(c2ccccc2)C1=O (stereo unspecified),-0.7,-3.1,6.6%,-0.5,-11.2%,8.8%,-4.0%,1.1%
COc1ccc2nc(C)cc(Nc3ccc(N4CCN(C)CC4)cc3)c2c1,1.0,-4.5,7.9%,1.4,6.9%,-6.0%,-2.9%,u
CCOc1ccc(CNC(=O)C(=O)c2cn(CC(=O)N3CCOCC3)c3ccccc23)cc1OC,1.8,-0.6,-3.5%,1.7,1.6%,-12.2%,-8.2%,-5.8%
CSc1sc(C#N)c2c1/C(=N\O)CCC2,3.7,-0.5,-0.9%,1.2,18.7%,6.3%,-1.4%,0.7%
Cc1cc(C)n(CCNC(=O)[C@H]2O[C@@H](n3ccc(N)nc3=O)[C@H](O)[C@@H]2O)n1,2.2,0.6,6.2%,-0.5,13.5%,0.6%,-8.6%,0.2%
CC(Sc1nc(N2CCCCC2)c2c(c1C#N)CCCC2)C(=O)O (stereo unspecified),-1.0,-0.2,0.0%,1.9,0.0%,12.9%,-28.5%,-9.5%
CC(C)(C)c1[nH]nc2c1C(c1ccc(OC(=O)c3ccco3)cc1)C(C#N)=C(N)O2 (stereo unspecified),x,-0.9,20.7%,-1.5,-24.7%,10.2%,-3.5%,-16.9%
O=c1oc([C@@H](O)c2ccccc2)cc2ccccc12,-3.3,0.3,9.8%,-1.5,8.7%,6.6%,-7.9%,-1.0%
Cc1cc(C(=O)NCCC(c2ccccc2)c2ccccc2)c(C)o1,-4.6,-2.8,3.9%,1.0,-14.3%,-7.9%,-14.3%,1.5%
C=CCOC(=O)C(=O)/C=C/c1ccc2c(c1)Cc1ccccc1-2,-13.4,0.6,7.6%,-1.8,-24.6%,-4.6%,u,-22.2%
O=c1c2ccccc2nc(-c2ccc(F)cc2)n1NCc1ccccc1O,-2.2,-1.5,-5.4%,-2.5,4.7%,-15.2%,-1.4%,-14.7%
CCn1ccnc1CN(C)Cc1cn[nH]c1-c1ccc(F)cc1F,0.0,1.2,10.2%,-0.2,-1.3%,-0.3%,-7.3%,-11.1%
C/C(=N\NC(=O)c1ccc(Cn2cc(Br)cn2)o1)c1cccc(NC(=O)C(C)C)c1,6.8,-3.3,7.9%,-1.5,-4.4%,-3.1%,-3.7%,-3.3%

# Part of the list above in order of formula weight, descending.
SMILES,PI5P4K alpha inh,IL2 activator,EPAC2 ag,CCT chaperon mod,EPAC1 antagonist,EPAC1 ag,PLK1 PBD inh,WRN helicase inh
C/C(=N\NC(=O)c1ccc(Cn2cc(Br)cn2)o1)c1cccc(NC(=O)C(C)C)c1,6.8,-3.3,7.9%,-1.5,-4.4%,-3.1%,-3.7%,-3.3%
COc1ccc2nc(C)cc(Nc3ccc(N4CCN(C)CC4)cc3)c2c1,1.0,-4.5,7.9%,1.4,6.9%,-6.0%,-2.9%,u
O=C(Cc1ccc(Cl)cc1)NC(=S)Nc1ccccc1O,2.5,2.0,-2.8%,-3.1,-18.0%,5.8%,-3.1%,2.3%
O=S(=O)(NCc1cc(-c2ccccc2)no1)c1ccccc1,1.7,-0.5,12.7%,-0.9,14.0%,2.3%,-11.2%,4.9%
COC(=O)c1ccc(NC(=S)NN2CCOCC2)cc1,0.9,2.9,5.6%,-2.2,-17.2%,9.9%,-1.7%,-4.1%
CC1(c2ccc3ccccc3c2)CCC(=O)O1 (stereo unspecified),-1.0,-0.5,-1.0%,-2.2,-9.7%,1.9%,-1.6%,6.0%

# High-throughput results deposited in PubChem BioAssay by National Center for Advancing Translational Sciences (NCATS).

# The list is partial; the hit share may differ from the screen's.
